Source: PubChem (several laboratories)
RGS4-Gao reg – modulates binding of RGS4 to human Galphao | P09471 | Multiplexed bead flow cytometry; actives lie on both sides | binding response (% of control), % at 10 µM | actives 0.33% (n = 220,000); in the data active = binding response below about 49% or above about 150%; inactive = in between;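 also: fluorescent Galphao activated with aluminum fluoride binding bead-coupled RGS4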
Bcl-W Bim block – human Bim-Bcl-W interaction inhibition | Q92843 | bead-based flow cytometry, Bim peptide-Bcl-W binding | inhibition, % at 10 µM | actives 0.02% (n = 190,000) | AID 952;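 also: 0% = bound tracer without compound and 100% = peptide blocker; higher means less fluorescent Bim peptide bound to Bcl-W beads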
Target sequence (Q92843 whole entry, looked up): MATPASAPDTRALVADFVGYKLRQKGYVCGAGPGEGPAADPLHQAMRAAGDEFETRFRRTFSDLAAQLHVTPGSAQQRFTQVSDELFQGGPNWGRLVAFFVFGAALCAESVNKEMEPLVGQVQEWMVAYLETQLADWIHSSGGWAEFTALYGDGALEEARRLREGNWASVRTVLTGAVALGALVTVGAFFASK
RGS7-Gao reg – modulates binding of RGS7 to human Galphao; Multiplexed bead flow cytometry; actives lie on both sides; binding response (% of control), % at 10 µM; actives 0.35% (n = 220,000); AID 1439; in the data active = binding response below about 49% or above about 150%; inconclusive = no clear call, values can overlap the other calls; inactive = in between;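 also: fluorescent Galphao held in activated GDP-AlF4 state binding bead-coupled RGS7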
GSH bead fluor – GSH bead compound fluorescence profile; fluorescence (KMESF) at 10 µM; actives 0.25% (n = 190,000); GSH beads flow cytometry, compound fluorescence 488/530 nm; active compounds read high; AID 1776; in the data active = fluorescence above about 89;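 also: glutathione beads carrying GST-tagged Bcl family fusion proteins plus one bare bead set; values are compound well signal with DMSO vehicle wells as background; inactives centre near 16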
Bim-Bcl-B – inhibitors of Bim-Bcl-B interaction, human | actives 0.073% (n = 190,000) | inhibition, % at 10 µM | bead-based flow cytometry, Bim peptide-Bcl-B binding;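 also: 0% = tracer peptide without compound and 100% = reference inhibitor peptide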
Target sequence (Q9HD36 whole entry, looked up): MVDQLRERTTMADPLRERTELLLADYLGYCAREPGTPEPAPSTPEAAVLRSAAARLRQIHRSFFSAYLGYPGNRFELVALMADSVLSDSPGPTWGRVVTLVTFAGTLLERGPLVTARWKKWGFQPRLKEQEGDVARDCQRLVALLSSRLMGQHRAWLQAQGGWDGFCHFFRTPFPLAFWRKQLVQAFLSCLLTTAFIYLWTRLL
Bcl-2 Bim block – human Bim-Bcl-2 interaction inhibition. inhibition, % at 10 µM. P10415. actives 0.06% (n = 190,000). Bead-based flow cytometry, Bim peptide-Bcl-2 binding; in the data active = inhibition above about 40%; inconclusive = no clear call, values can overlap the other calls;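 also: 0% = no compound wells with probe peptide and 100% = reference peptide inhibitor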
Target sequence (P10415 whole entry, looked up): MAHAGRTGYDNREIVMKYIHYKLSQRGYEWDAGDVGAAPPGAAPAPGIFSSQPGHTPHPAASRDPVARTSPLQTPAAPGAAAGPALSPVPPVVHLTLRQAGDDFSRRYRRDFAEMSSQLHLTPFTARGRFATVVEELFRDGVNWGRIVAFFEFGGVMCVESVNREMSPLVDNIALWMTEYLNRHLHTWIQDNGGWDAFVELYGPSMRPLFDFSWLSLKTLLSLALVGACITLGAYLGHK
Bcl-XL Bim block – inhibitors of Bim-Bcl-XL interaction, human | AID 1007 | Bim peptide-Bcl-XL binding, bead flow cytometry, fluorescence | inhibition, % at 10 µM | Q07817 | actives 0.04% (n = 190,000)
Target sequence (Q07817 whole entry, looked up): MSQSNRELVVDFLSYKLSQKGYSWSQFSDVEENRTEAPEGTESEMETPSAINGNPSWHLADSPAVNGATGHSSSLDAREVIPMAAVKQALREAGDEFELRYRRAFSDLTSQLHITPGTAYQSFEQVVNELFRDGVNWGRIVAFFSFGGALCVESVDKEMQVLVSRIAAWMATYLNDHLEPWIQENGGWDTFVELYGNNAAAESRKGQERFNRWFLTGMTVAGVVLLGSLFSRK
Mcl1-Bid inh – disrupts binding of human Mcl-1 to Bid peptide. Q07820. actives 0.97% (n = 220,000). TR-FRET Mcl-1/Bid-Dy647 peptide binding, 1536-well. inhibition, % at 21.7 µM. AID 1021;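 active = compounds that cut the binding signal by more than half at the single screening dose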;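 also: His-tagged Mcl-1 with europium anti-His antibody binding Bid BH3 peptide; 0% = Mcl-1 plus peptide wells and 100% = peptide-only wells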
RGS8-Gao – human RGS8-Galphao interaction regulation; P09471; multiplexed bead flow cytometry, RGS8-Galphao binding; actives lie on both sides; response (percent of control binding), % at 10 µM; actives 0.34% (n = 220,000); AID 1423; in the data active = response below about 60% or above about 140%; inactive = in between;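 also: Galphao activated as the GDP aluminium fluoride complex binding bead-coupled RGS8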
Bim-Bfl-1 – disrupts Bim binding to human Bfl-1; inhibition, % at 10 µM; actives 0.12% (n = 190,000); AID 1008; Q16548; Bead-based flow cytometry, Bim-Bfl-1 binding inhibition;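 also: 0% = wells without compound plus tracer and 100% = blocker peptide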
Mcl-1 Bim block – inhibitors of Bim-Mcl-1 interaction, human; Bead-based flow cytometry, Bim peptide-Mcl-1 binding; inhibition, % at 10 µM; actives 0.1% (n = 190,000); AID 1009;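 also: 0% = no compound tracer wells and 100% = peptide blocker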
Active calls of the source: *; ? = inconclusive. Rule as the data show it, unless noted: active = inhibition above about 40%. The list is partial; count on the stated rates, not on these rows.

smiles | RGS4-Gao reg | Bcl-W Bim block | RGS7-Gao reg | GSH bead fluor | Bim-Bcl-B | Bcl-2 Bim block | Bcl-XL Bim block | Mcl1-Bid inh | RGS8-Gao | Bim-Bfl-1 | Mcl-1 Bim block
CC(=O)N(C1=NCCCS1)c1ccccc1F | 93 | 0 | 94 | 53 | 0 | -3 | -1 | 1 | 100 | -4 | -1
O=C(C1CCCN(c2nnc(-n3cccc3)s2)C1)N1CCC2(CC1)OCCO2 (stereo not given) | 99 | 0 | 100 | 27 | -10 | -9 | 2 | -15 | 97 | -12 | -2
CN1CCN(c2ccc([N+](=O)[O-])cc2Cl)CC1 | 78 | -5 | 49* | 19 | -11 | -3 | -5 | -30 | 55* | -16 | -2
COC(=O)N(C)c1ccc(C(O)(C(=O)OC)C(F)(F)F)cc1 (stereo not given) | 101 | -3 | 104 | 8 | -7 | -3 | -3 | -11 | 103 | -2 | -4
COc1ccc(CN2CCN(C(=O)Cc3ccccc3)CC2)c(OC)c1 | 99 | 0 | 98 | 18 | -4 | 2 | 0 | 50 | 98 | 1 | 0
O=C1NC(=O)C(=Cc2cc(Cl)ccc2OCc2ccc(C(=O)O)cc2)C(=O)N1 | 97 | 2 | 96 | 15 | 1 | 1 | 0 | -21 | 96 | -4 | 2
CCCOP(=O)(OCCC)C(NC(=O)c1ccccc1)=C(Cl)Cl | 101 | -6 | 98 | 15 | -6 | -7 | -5 | 91* | 102 | -5 | 0
COc1ccc(C2=NCC(=O)N(CC(=O)NCc3ccco3)c3sc4c(c32)CCCC4)cc1 | 108 | 1 | 103 | 11 | -8 | -8 | -4 | -23 | 103 | -6 | 0
CCCC(C)C1(CC)C(=O)NC(=Nc2ccc(F)cc2)NC1=O (stereo not given) | 103 | 0 | 105 | 33 | -8 | -5 | 3 | -20 | 102 | -10 | 0
COC(=O)C(O)(c1ccc2c(c1)CCCN2)C(F)(F)F (stereo not given) | 98 | 0 | 101 | 22 | -9 | -5 | -10 | -42 | 99 | -24 | -5
CCOC(=O)c1cn2nc(OP(=S)(OCC)OCC)cc2nc1C | 99 | 3 | 96 | 60 | -10 | -6 | -6 | -3 | 99 | -11 | 0
CCN(CC)c1ccc(N=Cc2c(O)n(-c3ccc(Cl)cc3)c(=O)[nH]c2=O)cc1 | 100 | 4 | 99 | 13 | -9 | 0 | 0 | -46 | 102 | 1 | 0
COc1cc2[nH]c(=O)n(-c3ccc(C)cc3)c(=O)c2cc1OC | 103 | -1 | 101 | 24 | -5 | -10 | -9 | -10 | 102 | -15 | -4
Cn1c(N2CCNCC2)nc2ccccc21 | 97 | 0 | 94 | 10 | -8 | -9 | -3 | -1 | 99 | -11 | -1
O=c1[nH]c(=O)n(-c2ccc(Cl)cc2)c(O)c1C=NCCN1CCCCC1 | 98 | -6 | 98 | 22 | -9 | -6 | -3 | -41 | 101 | -3 | -1
CC(Cc1ccccc1Sc1ccc(O)cc1)N(C)C (stereo not given) | 104 | 0 | 102 | 26 | -4 | -5 | -5 | -13 | 101 | -9 | 0
CCCCn1c(=O)c(C=Nc2cccnc2Cl)c(O)n(CCCCl)c1=O | 103 | -2 | 102 | 25 | -4 | -5 | -4 | -2 | 105 | 1 | -5
Cc1nc2cc(C(F)(F)F)ccc2n1C1CCN(Cc2nnnn2Cc2ccc3c(c2)OCO3)CC1 | 91 | 0 | 90 | 58 | -6 | -10 | 3 | 16 | 96 | -11 | -1
Cc1ccc2nsnc2c1-n1c(C)nc2ccccc2c1=O | 92 | 0 | 96 | 43 | 0 | 0 | -6 | -2 | 97 | 2 | 3
O=C(C(=O)N1CCOCC1)c1cn(CCCOc2ccccc2)c2ccccc12 | 97 | 0 | ? | 16 | -2 | -4 | 0 | -34 | 100 | -3 | -1
CCn1ccnc1CN1CCCC(C(=O)c2cc(C)c(OC)c(C)c2)C1 (stereo not given) | 95 | -1 | 92 | 11 | -3 | -1 | -4 | -7 | 95 | -5 | -1
COCCOC(=O)c1c(C)oc2ccc(OC(=O)N(C)C)cc12 | 98 | 1 | 98 | 27 | -1 | -2 | -2 | -7 | 100 | -3 | -4
CCc1cc2c(s1)NC(=O)CN=C2c1cccs1 | 99 | 0 | 101 | 36 | -5 | -9 | -2 | -3 | 101 | -11 | 0
Nc1ccccc1C(=O)OCC(=O)c1ccc2c(c1)OCCO2 | 101 | 3 | 93 | 18 | -2 | 4 | -1 | -6 | 109 | -8 | 1
CCCCn1c(NC(=O)c2ccco2)c(C(=O)OCC)c2nc3ccccc3nc21 | 101 | -2 | 102 | 11 | 0 | -3 | -2 | -22 | 100 | -2 | -2
O=C(NC1CN2CCC1CC2)c1cc(Cl)c([N+](=O)[O-])c2nc[nH]c12 (stereo not given) | 103 | -4 | 104 | 9 | -6 | -2 | -6 | 11 | 104 | -3 | -6
COc1cc(CC2C(=O)N(C)C(=O)N(C)C2=O)ccc1OCc1ccccc1 | 99 | -1 | 100 | 14 | -12 | -11 | -4 | -20 | 98 | -9 | -2
Cc1nn(Cc2ccccc2Cl)c(C)c1C(=O)NC1CCCc2ccccc21 (stereo not given) | 95 | -2 | 98 | 10 | -8 | -4 | -3 | 5 | 94 | -2 | -2
CN1CCc2c([nH]c3ccccc23)C1 | 99 | -1 | 100 | 23 | 6 | -9 | 1 | -11 | 99 | 4 | -1
CC(C)OC(=O)c1c(N)n(CC2CCCO2)c2nc3ccccc3nc12 (stereo not given) | 83 | -2 | 83 | 25 | 0 | -1 | -2 | 4 | 94 | -1 | -1
Cc1ccc(C(O)(C(=O)NNC(=O)CN2CCN(C)CC2)c2ccc(C)cc2)cc1 | 100 | -3 | 98 | 10 | -7 | -4 | -5 | -1 | 98 | -16 | -3
COc1ccccc1/C=C1/C(=N/O)C2CCN1CC2 | 95 | -5 | 96 | 25 | -7 | -3 | -7 | -5 | 98 | -1 | -3
O=C(N/N=C/c1c(O)n(CCc2ccc(F)cc2)c(=O)[nH]c1=O)c1ccncc1 | 99 | 1 | 96 | 13 | -2 | -2 | -1 | -23 | 100 | -6 | 1
O=C1NC(=O)C(CCc2ccncc2)(Cc2cccc(Cl)c2Cl)C(=O)N1c1ccc(Br)cc1 (stereo not given) | 101 | -5 | 99 | 15 | -6 | -8 | -9 | -43 | 101 | -12 | -2
CO[C@H]1[C@@H](OC)CC(OC2OC(CO)C(O)C(O)C2O)/C(=C\C#N)[C@@H]1O (stereo not given in full) | 97 | 0 | 103 | 18 | -5 | -1 | 0 | -1 | 96 | 0 | -2
COc1ccccc1N(CC(=O)NC1CCCC1)C(=O)c1cnn(C(C)C)c1 | 100 | 4 | 101 | 21 | 2 | 21 | 8 | -11 | 100 | 6 | 5
CCN1C(=O)C(=C2C=C(C)N(Cc3ccco3)C(C)=C2)C(=O)N(CC)C1=S | 101 | 0 | 103 | 10 | -10 | 2 | -3 | -9 | 101 | 1 | 0
COc1cccc(-n2c(CN3CCN(C)CC3)nc3ccc([N+](=O)[O-])cc3c2=O)c1 | 102 | -1 | 103 | 3 | -2 | -1 | -4 | -24 | 101 | 1 | -4
O=[N+]([O-])c1ccccc1CNCCc1ccc(F)cc1 | 96 | -1 | 96 | 22 | 2 | 0 | 2 | 7 | 96 | 0 | 0
Cc1ccsc1C(=O)C1CCCN(Cc2cnc(N3CCCC3)s2)C1 (stereo not given) | 103 | -3 | 102 | 49 | -7 | -8 | -6 | -15 | 101 | -14 | -1

Nothing new here: an excerpt of the list.
smiles | RGS4-Gao reg | Bcl-W Bim block | RGS7-Gao reg | GSH bead fluor | Bim-Bcl-B | Bcl-2 Bim block | Bcl-XL Bim block | Mcl1-Bid inh | RGS8-Gao | Bim-Bfl-1 | Mcl-1 Bim block
CO[C@H]1[C@@H](OC)CC(OC2OC(CO)C(O)C(O)C2O)/C(=C\C#N)[C@@H]1O (stereo not given in full) | 97 | 0 | 103 | 18 | -5 | -1 | 0 | -1 | 96 | 0 | -2
COc1ccccc1N(CC(=O)NC1CCCC1)C(=O)c1cnn(C(C)C)c1 | 100 | 4 | 101 | 21 | 2 | 21 | 8 | -11 | 100 | 6 | 5
CCN1C(=O)C(=C2C=C(C)N(Cc3ccco3)C(C)=C2)C(=O)N(CC)C1=S | 101 | 0 | 103 | 10 | -10 | 2 | -3 | -9 | 101 | 1 | 0
COc1cccc(-n2c(CN3CCN(C)CC3)nc3ccc([N+](=O)[O-])cc3c2=O)c1 | 102 | -1 | 103 | 3 | -2 | -1 | -4 | -24 | 101 | 1 | -4
O=[N+]([O-])c1ccccc1CNCCc1ccc(F)cc1 | 96 | -1 | 96 | 22 | 2 | 0 | 2 | 7 | 96 | 0 | 0
Cc1ccsc1C(=O)C1CCCN(Cc2cnc(N3CCCC3)s2)C1 (stereo not given) | 103 | -3 | 102 | 49 | -7 | -8 | -6 | -15 | 101 | -14 | -1

Remaining list, next part
smiles | RGS4-Gao reg | Bcl-W Bim block | RGS7-Gao reg | GSH bead fluor | Bim-Bcl-B | Bcl-2 Bim block | Bcl-XL Bim block | Mcl1-Bid inh | RGS8-Gao | Bim-Bfl-1 | Mcl-1 Bim block
N=C1c2ccccc2CN1NC(=O)C1CC1 | 99 | -2 | 94 | 13 | -5 | -4 | -5 | -20 | 101 | -14 | 0
CCCCCSc1cc(OC)c(CCN(C)C)cc1OC | 105 | -4 | 105 | 25 | -10 | -4 | -11 | 2 | 105 | -11 | -3
CN1C(=O)C(Cc2nc3ccccc3c(=O)n2-c2ccccc2)c2ccccc21 (stereo not given) | 99 | 0 | 97 | 13 | -11 | -12 | -7 | -31 | 102 | -11 | -2
CN1CCC2(CC1)NC(=O)C1=C(CN(C)CC1)N2 | 97 | -7 | 94 | 18 | -7 | -4 | -6 | -84 | 99 | -4 | -2
O=C(Nc1ccccc1)c1cc([N+](=O)[O-])ccc1N1CCNCC1 | 89 | -5 | ? | 12 | -5 | -7 | -2 | -10 | 59* | -5 | -3
O=C(NCc1ccc(C(=O)N2CCC3(CC2)OCCO3)cc1)c1ccc2c(c1)OCO2 | 96 | -3 | 96 | 6 | -2 | -4 | -5 | -19 | 103 | -4 | -3
CCC(=NC1CC1)c1c(O)n(-c2ccc(OC)cc2)c(=O)[nH]c1=O | 106 | -1 | 105 | 11 | 0 | -1 | 0 | 3 | 111 | 1 | 0
COc1ccccc1OCCCn1cc(C(=O)c2ccco2)c2ccccc21 | 100 | -3 | 100 | 31 | -12 | -8 | -9 | -36 | 100 | -24 | -5
O=C(c1ccc(CS(=O)(=O)c2ccc(Br)cc2)o1)N1CCC2(CC1)OCCO2 | 102 | 1 | 100 | 24 | -6 | -5 | 0 | -10 | 103 | -13 | 2
Cc1ccccc1-n1c(C)nc2sccc2c1=O | 100 | -4 | 101 | 8 | -6 | -9 | -8 | -35 | 100 | -3 | -8
CC1CCC(C(C)C)C(OP(N)(=O)c2ccccc2)C1 (stereo not given) | 100 | -3 | 99 | 15 | 0 | 0 | -2 | 12 | 102 | 0 | 1
Cc1ccc(N2C(=O)NC(=O)/C(=C/c3ccc(-c4ccc(C(=O)O)c(Cl)c4)o3)C2=O)cc1 | 106 | 6 | 100 | 9 | 6 | 2 | 3 | -32 | 100 | 7 | 1
CCOP(=O)(OCC)C(O)c1ccc(Br)cc1 (stereo not given) | 98 | -2 | 99 | 13 | 0 | -3 | 0 | 5 | 101 | -1 | -6
CC1CCN(CC(=O)c2ccc3c(c2)OCCO3)CC1 | 100 | -2 | ? | 10 | -5 | 0 | -1 | 6 | 100 | -6 | -2
CCOC(=O)C(C)(CC)NC(=O)CSP(=S)(OCC)OCC (stereo not given) | 102 | -3 | 99 | 27 | -11 | -12 | -8 | -14 | 100 | -21 | -4
